Screens: PubChem BioAssay, Broad Institute
PAX8 reporter: lowers PAX8-driven luciferase in RMG-I cells; RMG-I TPO-luciferase reporter, SteadyGlo, 24 h; inhibition, % at 12.6 µM; hit rate 1.2% among 360,000; AID 652154;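 active = mean replicate inhibition at least 60% with every replicate also reaching 60%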;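 note: luciferase light reporting Pax8 driven TPO promoter activity; plate controls were median of neutral control wells for no effect and mitoxantrone controls for full effect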
ARNT TACC3 PPI: ARNT/TACC3 interaction disruption | AlphaScreen His-ARNT PAS-B/GST-TACC3 binding, luminescence; TACC3 fragment carries E629A point mutation | inhibition, % at 9.99 µM | hit rate 0.66% among 390,000 | Q9Y6A5;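 active = mean inhibition of replicates at least 50% and at least half of replicates each reaching 50%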;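 note: 0% = complete ARNT plus TACC3 wells and 100% = ARNT alone without TACC3; many hits fall short of the cut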
LGR2 antag: blocks bursicon-induced cAMP signaling via Drosophila LGR2 | HEK293 LGR2, CRE-luciferase, bursicon-stimulated, 4 h | inhibition, % at 9.99 µM | hit rate 0.35% among 380,000;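 active = drop in luminescence signal, shown as inhibition above about 50% in the replicate tests, limit read from the data, passing the limit was not always enough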;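 note: agonist challenge used bursicon conditioned medium at about half maximal strength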
Numbers without * were called inactive. These rows are one share of the data, so the mix of outcomes need not match the whole.

The first 6 entries (preview)
SMILES | PAX8 reporter | ARNT TACC3 PPI | LGR2 antag
Cc1ccc(NC(=O)N(O)C2CCCCC2C#N)cc1 (configuration not stated) | -81 | 0 | -109
O=C(COC(=O)/C=C/c1cccc([N+](=O)[O-])c1)Nc1cccnc1Cl | 1 | 0 | -9
COc1ccc(NC(=O)CCN2C(=O)c3ccccc3S2(=O)=O)c(OC)c1 | 9 | -1 | -1
Cc1ccc(-c2cc(-c3ccco3)c3c(N)c(C(=O)NN)oc3n2)cc1 | 21 | 0 | -8
COc1ccc2ccccc2c1/C=N/NC(=O)c1cccc(Br)c1 | -9 | -10 | 6
Cc1ccc2c(Cl)cc(Cl)c(OCC(=O)Nc3cccc(S(N)(=O)=O)c3)c2n1 | 0 | -4 | 16

Results, repeating the preview:
SMILES | PAX8 reporter | ARNT TACC3 PPI | LGR2 antag
Cc1ccc(NC(=O)N(O)C2CCCCC2C#N)cc1 (configuration not stated) | -81 | 0 | -109
O=C(COC(=O)/C=C/c1cccc([N+](=O)[O-])c1)Nc1cccnc1Cl | 1 | 0 | -9
COc1ccc(NC(=O)CCN2C(=O)c3ccccc3S2(=O)=O)c(OC)c1 | 9 | -1 | -1
Cc1ccc(-c2cc(-c3ccco3)c3c(N)c(C(=O)NN)oc3n2)cc1 | 21 | 0 | -8
COc1ccc2ccccc2c1/C=N/NC(=O)c1cccc(Br)c1 | -9 | -10 | 6
Cc1ccc2c(Cl)cc(Cl)c(OCC(=O)Nc3cccc(S(N)(=O)=O)c3)c2n1 | 0 | -4 | 16
Cc1cc([N+](=O)[O-])nn1CC(=O)N1c2ccccc2CC1C (configuration not stated) | 7 | -8 | 4
O=c1[nH]c(-c2ccccc2)ncc1OCc1ccccc1 | -21 | -6 | -4
CC(C)C(=O)O/N=C(\N)c1ccccn1 | -24 | 4 | -1
NC(=O)NN=C1CC2CC1C1C=CCC21 (configuration not stated) | 11 | -4 | -19
COc1ccc(-c2nnc(SC(C)C(=O)NNC(=O)c3ccc(C)cc3)o2)cc1 (configuration not stated) | 2 | 2 | 12
O=C(CSc1nnc(-c2ccc(F)cc2)c2ccccc12)NCC1CCCO1 (configuration not stated) | 19 | 6 | -7
Cc1cccc(N=C2NC(=O)/C(=C\c3cccs3)S2)c1 | -34 | -1 | -81
CN1C(=O)C(c2nnc(Nc3cccc4ccccc34)s2)C2CC1(C)Oc1ccccc12 (configuration not stated) | 37 | 2 | 19
O=C(O)CCCCCN1C(=O)/C(=C/c2cn(-c3ccccc3)nc2-c2cccs2)SC1=S | 11 | 10 | 25
O=C(Nc1cc(Cl)cc(Cl)c1)C(c1ccccc1)N1CCCCC1 (configuration not stated) | -11 | 11 | 7
CC(=O)c1ccc(NC(=O)C2C3C=CC(C3=C(c3ccccc3)c3ccccc3)C2C(=O)O)cc1 (configuration not stated) | 12 | 0 | 7
CCC(=O)NC(=S)Nc1ccc(NC(=O)c2ccc(C)c([N+](=O)[O-])c2)cc1 | 7 | -5 | 9
COc1ccc(NN=Nc2nc3c([nH]2)c(=O)n(C)c(=O)n3C)cc1 | 3 | 3 | -26
COc1ccc(-c2nn(CCC(=O)O)cc2/C=C2\SC(N)=NC2=O)cc1OC | -16 | 8 | 7
Cc1ccc(Nc2n[nH]c(=S)s2)cc1F | -14 | 2 | -17
Cc1cc(N/N=C/c2ccc3c(c2)OCO3)nc2ccccc12 | -92 | 10 | -70
Cc1cc(Sc2ccc([N+](=O)[O-])cn2)ccc1Br | -3 | -9 | -14
CCN(c1ccccc1)S(=O)(=O)c1ccc(Cl)c(NC(=O)COC(=O)c2cccc(OC)c2O)c1 | 30 | -7 | 2
Brc1cc2c(cc1/C=N/Nc1nc(N3CCOCC3)nc(N3CCOCC3)n1)OCO2 | 26 | -1 | 9
O=[N+]([O-])c1cccc(/C=N\N=C2c3ccccc3-c3ccccc32)c1O | 5 | 2 | -5
O=C(c1ccc(S(=O)(=O)c2cccc(Cl)c2)c([N+](=O)[O-])c1)N1CCN(c2ccccn2)CC1 | 34 | 5 | 59*
CCC1c2ccccc2C(=O)C1C(N)=O (configuration not stated) | 22 | -2 | 14
Cc1ccc(NCc2ccco2)cc1C | 16 | 0 | -163
Cn1cc(Br)c(C(=O)NNC(=O)c2ccc(Br)cc2)n1 | -56 | -38 | -22

Structures from the list above that contain an NH in an aromatic ring:
SMILES | PAX8 reporter | ARNT TACC3 PPI | LGR2 antag
O=c1[nH]c(-c2ccccc2)ncc1OCc1ccccc1 | -21 | -6 | -4
COc1ccc(NN=Nc2nc3c([nH]2)c(=O)n(C)c(=O)n3C)cc1 | 3 | 3 | -26
Cc1ccc(Nc2n[nH]c(=S)s2)cc1F | -14 | 2 | -17

Next results:
SMILES | PAX8 reporter | ARNT TACC3 PPI | LGR2 antag
CCOc1ccccc1C(=O)N[C@H](C(=O)OCC(=O)Nc1nnc(-c2ccccc2)o1)C(C)C | -4 | 31 | 22
CC(C)C(=O)NNC(=O)c1cc2sccc2s1 | 28 | -7 | 6
O=C(COC(=O)c1ccc([N+](=O)[O-])s1)Nc1cccc(S(=O)(=O)NC2=NCCCCC2)c1 | 6 | 29 | -7
Oc1c(N=NC(=S)Nc2ccccc2F)c2ccccc2n1Cc1ccc(F)cc1 | 20 | 16 | 18
O=C(NCc1cccs1)C1CCC(CNS(=O)(=O)c2ccccc2)CC1 (configuration not stated) | 2 | -4 | 15
COc1cc(C(=O)NCc2ccccc2)ccc1OC(F)F | -4 | -3 | -21
CS/C(N)=N/N=C/c1ccc2c(c1)OCO2 | -67 | -3 | -46
O=C(NC(=S)N1CCN(c2ccc(F)cc2)CC1)C12CC3CC(CC(C3)C1)C2 | -17 | -3 | 2
COC(=O)c1oc(-c2ccc(Cl)cc2)nc1C | -4 | 1 | -39
COc1cc(OC)cc(C(=O)N[C@H](C(=O)OCC(=O)N2CCc3ccccc32)C(C)C)c1 | 4 | -6 | -21
COc1c([N+](=O)[O-])c(=O)n(-c2ccccc2)c2ccccc12 | 7 | 10 | -3
CN(C(=O)NC1CCCCC1)c1ccccc1 | 9 | -4 | 12
Cc1ccc(NC(=S)N(N)CCO)cc1 | -5 | 5 | -56
CCOC(=O)Cn1cc(/C=C(\C#N)C(=O)N2CCOCC2)c2ccccc21 | -15 | 3 | -5
N#CC(C#N)=C1SC(=Nc2ccccc2)C(=Nc2ccccc2)N1c1ccccc1 | -189 | -16 | -71
O=C(Nc1ccc(O)cc1)c1ccc2c(c1)C(=O)N(Cc1ccco1)C2=O | 41 | 1 | -9
Cc1c(C(=O)Nc2cccc(N(C)S(C)(=O)=O)c2)cccc1[N+](=O)[O-] | 11 | 4 | 24
COc1ccc(-n2ccnc2CN2CCCC(CO)(Cc3cccc(OC)c3)C2)cc1 (configuration not stated) | 18 | -11 | 7
Cc1cc(NC(=O)CSc2nccn2-c2cccc(F)c2)no1 | -11 | 3 | -13
CCCN(Cc1ccccc1)C(=S)Nc1ccc(F)cc1 | 5 | 5 | -2
Cc1ccc(-n2c(O)c(C=Nc3ccc(S(=O)(=O)Nc4ncccn4)cc3)c3ccccc3c2=O)cc1C | 0 | 3 | -3
COc1cccc(-n2ccnc2SCC(=O)N2CCCc3ccccc32)c1 | -4 | 16 | 11
COC(=O)C1=C(C)N(c2ccc(OC)cc2)C(C)=C(C(=O)OC)C1c1ccccc1 | 10 | 30 | 7
C=CCSc1nnc2c(n1)OC(c1ccco1)Nc1ccccc1-2 (configuration not stated) | -74 | 8 | -92
CCOC(=O)c1nn(-c2ccccc2)c2nnc(Cc3ccccc3)c(=O)n12 | -15 | -1 | 15
CC1CCCCN1CCCNC(=O)CN1C(=O)c2cccnc2Oc2ccccc21 (configuration not stated) | 5 | 4 | 6
COc1ccc(CCNC(=S)N2CCC(Cc3ccccc3)CC2)cc1OC | 7 | -4 | 33
CCCOc1ccc(N2C(=O)CC(NNC(=O)c3ccc(COc4ccccc4)o3)C2=O)cc1 (configuration not stated) | -2 | -4 | -6
CC(CCc1ccccc1)NC(=O)c1cccc([N+](=O)[O-])c1 (configuration not stated) | 17 | -5 | 1
COc1ccc(/C(N)=N/OC(=O)Cc2cccs2)cc1OC | -29 | -9 | -18

An excerpt from above, showing only ARNT TACC3 PPI and LGR2 antag.
molecule	ARNT TACC3 PPI	LGR2 antag
COc1ccc(-c2nn(CCC(=O)O)cc2/C=C2\SC(N)=NC2=O)cc1OC	8	7
Cc1ccc(Nc2n[nH]c(=S)s2)cc1F	2	-17
Cc1cc(N/N=C/c2ccc3c(c2)OCO3)nc2ccccc12	10	-70
Cc1cc(Sc2ccc([N+](=O)[O-])cn2)ccc1Br	-9	-14
CCN(c1ccccc1)S(=O)(=O)c1ccc(Cl)c(NC(=O)COC(=O)c2cccc(OC)c2O)c1	-7	2
Brc1cc2c(cc1/C=N/Nc1nc(N3CCOCC3)nc(N3CCOCC3)n1)OCO2	-1	9
O=[N+]([O-])c1cccc(/C=N\N=C2c3ccccc3-c3ccccc32)c1O	2	-5

Later entries
SMILES | PAX8 reporter | ARNT TACC3 PPI | LGR2 antag
COc1cccc(N=C2C(=O)N3CCCc4cccc2c43)c1 | -8 | -48 | -36
CC1CCCN(c2ccc(C(=O)NCc3ccco3)cc2[N+](=O)[O-])C1 (configuration not stated) | 30 | -2 | -5
COc1ccc2ccccc2c1C1NC(=O)c2ccccc2N1 (configuration not stated) | 24 | 6 | -2
COc1ccc(Cl)cc1C=CC=Nc1ccccc1O | 36 | -5 | -25
CCCCC1S/C(=N/N=C/c2ccco2)NC1=O (configuration not stated) | -12 | -6 | -9
CC(=O)NC1=NN(C(C)=O)C(C)(c2ccc3ccccc3c2)S1 (configuration not stated) | -3 | -15 | -2
CCCCOC(=O)Nc1nnc(/C=C/c2ccc(OC)cc2)s1 | -3 | -5 | -4
NC(=S)N/N=C/c1coc2cc(Br)ccc2c1=O | -7 | -5 | 1
O=C(Nc1cccc(S(=O)(=O)N2CCOCC2)c1)c1ccccn1 | 2 | 1 | 11
CC(NC(N)=O)C(=O)OCC(=O)c1ccc(-c2ccccc2)cc1 (configuration not stated) | -26 | -5 | 22
CCNC(=O)OCC12CC3CC(CC(C3)C1)C2 | 7 | 9 | -14
CCCCC(=O)Nc1ccc2c(c1)nc(CCN1CCN(C)CC1)n2C | 16 | 4 | 15
COC(=O)c1ccc(CCc2cc(O)c(Br)cc2O)cc1 | -26 | -5 | -13
Cc1ccc(/C=N/NC(=O)C[n+]2ccccc2)s1 | 4 | 41 | 7
N#Cc1c(N)n(-c2ccccc2N)c2nc3ccccc3nc12 | 6 | 15 | -3
CCOC(=O)NC(C(Cl)(Cl)Cl)S(=O)(=O)c1ccccc1 (configuration not stated) | -38 | -1 | 23
CCOC(=O)CCCc1ccc(/C(C)=N/NC(N)=S)cc1 | 12 | 15 | 10
CC(=O)Nc1ccc(-c2csc(NC(=O)C3CC(=O)N(c4ccc5c(c4)OCCO5)C3)n2)cc1 (configuration not stated) | -9 | -5 | 15
CCOC(=O)c1cnc2c(Cl)cccc2c1NCCN1CCOCC1 | 1 | -3 | -8
Cc1ccc(C(=O)N/N=c2\sc3ccccc3n2C)cc1 | 0 | -2 | -22
Cc1sc2ncnc(Sc3ccccc3C(=O)Nc3ccc(C#N)cc3)c2c1C | -4 | -11 | 7
Cc1ccc(S(=O)(=O)N(C)C)cc1NC(=O)c1ccc(OC(F)(F)F)cc1 | 2 | -32 | 4
O=C(NC1CCCCC1c1ccccc1)c1ccccc1 (configuration not stated) | -5 | 4 | 8
Cc1cc(Cl)cc(Cl)c1CNc1c([N+](=O)[O-])c(=O)oc2ccccc12 | 0 | -5 | 9

Three compounds already listed, arranged by the number in ARNT TACC3 PPI, largest number first.
Compound,ARNT TACC3 PPI,LGR2 antag
CCOC(=O)CCCc1ccc(/C(C)=N/NC(N)=S)cc1,15,10
Cc1cc(Cl)cc(Cl)c1CNc1c([N+](=O)[O-])c(=O)oc2ccccc12,-5,9
Cc1sc2ncnc(Sc3ccccc3C(=O)Nc3ccc(C#N)cc3)c2c1C,-11,7
